# Screening data (PubChem)
# Yfh1-off respiration = enhancers of respiration in Yfh1-depleted yeast, dose response, Friedreich's ataxia, plus single-dose screen (AID 1465) | fold induction at 50 µM; hits with a dose series show EC50 in µM | S. cerevisiae Yfh1-off respiration, WST-1 reduction, 72 h; higher fold induction means a stronger effect | 0.074% of 220,000 active;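 active = fold induction of absorbance versus untreated yeast above a set limit, then at least 30% activation at any dose in follow-up; inconclusive = repeats straddling the limit, or above it without dose testing; inactive = fold induction below the set limit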;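 note: activators that raise dye reduction in frataxin-depleted yeast; strong numbers were not always called active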
# SV40 large T antigen = SV40 large T antigen inhibitors, biochemical (AID 1903). SV40 large T antigen ATPase/helicase inhibition assay; higher % means a stronger effect. inhibition, % at 20 µM, or IC50 in µM where a hit was titrated. 0.39% of 310,000 active; in the data active = a potency from the dose series; inconclusive = inhibition mostly from about 32% at the one dose, without a potency; inactive = the rest, 99 in 100 with inhibition below about 32%; note: strong numbers were not always called active
# Dengue-2 NS5 capping = Dengue-2 NS5 methyltransferase inhibitors, primary screen, biochemical, confirmation dose response (AID 588689). Genome polyprotein (Dengue virus type 2 (strain 16681-PDK53)). one-dose inhibition, % at 25 µM; IC50 in µM for titrated hits. Dengue-2 NS5 methyltransferase capping enzyme assay, biochemical; higher % means a stronger effect. 0.3% of 340,000 active; in the data active = a potency from the dose series; inconclusive = inhibition above about 29% without an active follow-up result
# GPR55 activation = GPR55 agonists via beta-arrestin recruitment, primary screen, imaging, U2OS cells, beta-arrestin-GFP redistribution (AID 1961); 0.048% of 290,000 active; U2OS GPR55 beta-arrestin-GFP redistribution imaging; higher % means a stronger effect; G-protein coupled receptor 55 (Homo sapiens); activation, % at 10 µM; hits with a dose series show EC50 in µM;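 active = activation above 40% with more than 50 cells counted in the well; inconclusive = wells holding fewer than 50 cells, flagged as toxic or sparse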;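 note: U2OS osteosarcoma cells stably expressing GPR55 and beta-arrestin-GFP; plate controls were DMSO negative control for no effect and LPI positive control for full effect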
# MgcRacGAP inhibition = MgcRacGAP GTPase-activating activity inhibitors, confirmation, biochemical, ADP Hunter fluorescence. 0.6% of 340,000 active. Rac GTPase-activating protein 1 (Homo sapiens). inhibition, % at 30 µM, or IC50 in µM where a hit was titrated. MgcRacGAP-stimulated Rac1 GTP hydrolysis, ADP Hunter fluorescence; higher % means a stronger effect; GST-tagged Rac1 F28L mutant substrate;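 active = first-screen hits whose inhibition reached a set limit at any dose in the follow-up dose series; inconclusive = inhibition above the set first-screen limit but never retested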;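 note: fluorescence reports GDP produced by GAP-driven GTP hydrolysis; strong numbers were not always called active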
# GPR55 LPI antagonism = GPR55 antagonists blocking LPI-driven arrestin recruitment, primary screen, imaging, U2OS, beta-arrestin-GFP, LPI agonist (AID 2013); U2OS GPR55 beta-arrestin-GFP translocation imaging, LPI antagonism; higher % means a stronger effect; inhibition, % at 10 µM; hits with a dose series show IC50 in µM; 0.13% of 290,000 active;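 active = spots per cell inhibited over 60%, with over 100 cells counted and total cytoplasm intensity under 500,000; inconclusive = wells with under 100 cells, flagged as likely toxic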;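 note: U2OS cells stably carrying GPR55 and arrestin-GFP stimulated by 5 µM LPI near EC80; imaged beta-arrestin-GFP aggregate spots per cell after agonist stimulation; plate controls were LPI-stimulated DMSO wells for no effect and DMSO wells without LPI for full effect; some results filed as inactive read as strong as hits; confirmed hits need IC50 under 10 µM and bright autofluorescent wells are also inconclusive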
# GPR35 arrestin U2OS = GPR35 antagonists blocking zaprinast-driven arrestin recruitment, primary screen, imaging, U2OS, beta-arrestin-GFP, zaprinast agonist (AID 2058) | G-protein coupled receptor 35 (Homo sapiens) | U2OS GPR35 beta-arrestin-GFP translocation imaging, zaprinast antagonism; higher % means a stronger effect | one-dose inhibition, % at 10 µM; IC50 in µM for titrated hits | 0.052% of 290,000 active;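 active = inhibition of at least 50% with at least 30 cells and total cytoplasm GFP at most 10,000,000; inconclusive = under 30 cells or total GFP of 10,000,000 plus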
# NTR1 ag = agonists of NTR1, primary screen, imaging, U2OS cells, beta-arrestin-GFP, high content (AID 493036); activation, % at 20 µM; 0.17% of 330,000 active; NTR1-U2OS beta-arrestin-GFP spot imaging, agonist mode;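 active = activation at or above 40% of the spot to cytoplasm intensity ratio, with at least 20 cells analyzed; inconclusive = wells under 20 cells, flagged as cytotoxic or low count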;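 note: 0% = DMSO without peptide and 100% = 100 nM NTR1 peptide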
# Target sequence (P30989 whole entry, looked up): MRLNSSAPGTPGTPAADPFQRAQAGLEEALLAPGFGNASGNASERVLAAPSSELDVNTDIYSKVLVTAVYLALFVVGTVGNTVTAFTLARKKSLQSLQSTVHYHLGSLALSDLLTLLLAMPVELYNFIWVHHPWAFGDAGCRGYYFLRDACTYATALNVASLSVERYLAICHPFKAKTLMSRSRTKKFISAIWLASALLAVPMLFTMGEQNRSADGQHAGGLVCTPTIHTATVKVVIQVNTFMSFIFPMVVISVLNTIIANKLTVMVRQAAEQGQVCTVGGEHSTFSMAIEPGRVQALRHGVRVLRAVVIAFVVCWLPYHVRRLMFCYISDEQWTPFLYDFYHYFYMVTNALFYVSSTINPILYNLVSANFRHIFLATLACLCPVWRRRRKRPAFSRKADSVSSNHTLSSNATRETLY
# AID2073 = inhibitors of Mint1-CaV2.2 protein interaction, biochemical, HTRF (AID 2073); HTRF protein-protein interaction, Mint1-CaV2.2; higher % means a stronger effect; 0.19% of 290,000 active; Voltage-dependent N-type calcium channel subunit alpha-1B (Homo sapiens); one-dose inhibition, % at 20 µM; IC50 in µM for titrated hits; in the data active = inhibition mostly above about 51%, no sharp cut-off; inconclusive = no clear call, values can overlap the other calls; inactive = mostly below about 53%; note: some results filed as inactive read as strong as hits
# NTR1 ag cell count 20 µM = recorded beside NTR1 ag, whose call it bears; cell count; measured here: cell count, cytotoxicity flag
# Dengue-2 NS5 capping pilot replicate = also measured in Dengue-2 NS5 capping; calls as there; inhibition, %; measured here: pilot screen replicate inhibition
# * = called active by the depositor; i = inactive; ? = inconclusive; nt = not tested or not shown; & = joins results of further samples.
SMILES,Yfh1-off respiration,SV40 large T antigen,Dengue-2 NS5 capping,GPR55 activation,MgcRacGAP inhibition,GPR55 LPI antagonism,GPR35 arrestin U2OS,NTR1 ag,NTR1 ag cell count 20 µM,AID2073,others
Cc1ccc2[nH]c(CN3CCN(C)C(CCO)C3)c(C)c2c1 (stereo not drawn),nt,2%,-10%,0.3%,-2%,-4%,11%,0.4,70,6%,
O=C1CC(=O)N2N=C(c3ccc([N+](=O)[O-])cc3)SC2=N1,i,-41%,-1%,0.2%,2%,10%,8%,-0.6,45,2%,
CCN(CC)S(=O)(=O)c1cc(NC(=O)COC(=O)CCC(=O)c2ccc(F)cc2)ccc1C,i,-4%,-10%,-0.2%,6%,-1%,7%,0.0,50,2%,
C/C(=N\NC(=O)c1nnn(-c2nonc2N)c1C(C)C)c1ccncc1,nt,0%,-6%,-0.2%,11%,-6%,19%,0.1,81,9%,
O=C(Cn1c(=O)n(Cc2ccco2)c(=O)c2c3c(sc21)CCCCC3)Nc1ccccc1,i,52%,-37%,-0.1%,?,-1%,5%,1.6,50,29%,
C/C(=N\NC(=S)NC1CCCCC1)c1cccc(Br)c1,i,2%,1%,-0.2%,-3%,4%,3%,30,30,0%,
Cc1ccc(C(=O)CSc2nc3cc(S(=O)(=O)N4CCOCC4)ccc3o2)cc1,i,-3%,5%,0.2%,2%,4%,6%,0.6,69,26%,
O=C(Nc1ccc(F)cc1F)c1csc(-c2cccs2)n1,i,14%,5%,0.4%,2%,-3%,1%,1.6,39,-6%,
Cc1ccccc1-c1nc(CN2CCN(C(=O)c3ccco3)CC2)c(C)o1,nt,3%,-2%,-0.1%,1%,-2%,8%,0.1,70,48%,
COCCn1c(SCCCc2ccccc2)nc2c1c(=O)[nH]c(=O)n2C,i,19%,-7%,-0.2%,6%,-8%,2%,4.4,63,-4%,
Cc1ccc(NC(=S)N/N=C/c2cccn2Cc2ccccc2F)cc1,i,13%,1%,0.0%,5%,1%,8%,10,51,-1%,
COC(C/C=C\[C@H](O)[C@H](C)OCc1ccccc1)OC,i,0%,-1%,nt,13%,nt,nt,-1.3,92,nt,
COc1ccc(NC(=O)CN(c2ccc(Cl)cc2)S(C)(=O)=O)cc1OC,nt,13%,-5%,-0.2%,5%,-10%,7%,1.3,65,4%,
COc1ccc(-c2cn(-c3ccccc3)c3[n+]2CCS3)cc1,i,-1%&2%,-6%&-7%,-0.1%&0.6%,13%&7%,1%&0%,-1%&8%,2.1&0.0,69&53,8%&3%,
O=C(O)CCCC(=O)Nc1ccc(Br)cc1C(=O)O,i,6%,1%,-0.4%,9%,-4%,8%,1.5,86,-11%,
CC1CCCN(C(=O)CSc2nnc(-c3ccc(S(=O)(=O)N4CCOCC4)cc3)n2C)C1 (stereo not drawn),i,6%,2%,-0.1%,10%,9%,-20%,-0.9,57,0%,
O=S(=O)(Nc1nc(-c2sccc2Cl)cs1)c1cc(Cl)ccc1Cl,i,48%,42µM*,-0.3%,11%,13%,0%,3.5,82,-6%,
COc1ccc(N(CC(=O)NCCSc2ccccn2)S(=O)(=O)c2ccccc2)cc1Cl,nt,-2%,-7%,-0.2%,8%,-19%,-16%,2.5,63,3%,
CCCCN(C)C(=O)Cn1ncc2c3ccccc3n(CCC)c2c1=O,nt,6%,-3%,0.0%,4%,12%,6%,-0.1,100,3%,
COC(=O)[C@@H](NC(=O)Nc1cccc(OC)c1)C(C)C,i,20%,-1%,-0.2%,3%,6%,-2%,-0.6,71,15%,
Nc1nc(SCC(=O)Nc2cc(-c3ccccc3)nn2-c2ccccc2)n[nH]1,i,-2%,-1%,-0.1%,0%,-13%,15%,-0.1,54,-10%,
CCOC(=O)c1oc2cc(O)c(CC)cc2c(=O)c1-c1cscn1,i,8%,3%,0.1%,4%,8%,0%,2.9,40,-10%,
Cc1csc(NC(=O)C2CSC3(C)CCC(=O)N23)n1 (stereo not drawn),nt,9%,8%,-0.1%,1%,8%,14%,-0.7,66,7%,
Cc1cccc(NS(=O)(=O)c2ccc(-c3cnc(C4CC4)o3)cc2)c1C,nt,1%,-4%,0.3%,7%,-22%,-17%,9.2,57,27%,
Cc1c(C(=O)NCCCN2CCCC2=O)oc2ccccc12,i,5%,5%,-0.1%,10%,3%,-12%,-1.2,44,1%,
CC(C)(C)NC(=O)C(=O)NNC(=O)COc1ccc(Br)cc1,i,4%,1%,-0.2%,4%,9%,-9%,-1.5,34,-1%,
COc1ccc(Oc2nc(-c3cccnc3)nc3ccccc23)cc1,i,10%,1%,1.2%,0%,-2%,7%,3.2,54,-5%,
COc1cccc(OC)c1C(=O)Nc1cc(C)on1,nt,0%,-2%,-0.1%,-7%,5%,21%,3.7,38,-7%,
O=C(C/C=N\OCc1ccc([N+](=O)[O-])cc1)Nc1ccccc1,i,3%,-3%,0.8%,0%,-5%,12%,-0.6,48,5%,
Cc1cc(C)c(C)c(S(=O)(=O)Nc2cccnc2)c1C,nt,8%,6%,nt,3%,nt,nt,-0.2,33,nt,
O=C(NCc1ccc2c(c1)OCO2)C(=O)NC1CCCCC1,i,-2%,-4%,-0.1%,4%,-9%,9%,-1.2,57,2%,
CNC(=S)N1CCc2cc(OC)c(OC)cc2C1COc1ccc(OC)cc1 (stereo not drawn),i,6%,1%,-0.2%,8%,-2%,0%,-0.6,58,-10%,
O=C(NNC(=S)NC(=O)c1ccc(F)cc1)c1cccnc1,nt,9%,-4%,0.3%,4%,-5%,7%,-1.0,56,-23%,
CC(=O)[C@@]1(O)CC[C@H]2[C@@H]3CCC4=CC(=O)CC[C@]4(C)[C@H]3[C@@H](O)C[C@@]21C,i,8%,-4%,0.7%,0%,-14%,-1%,-1.3,59,1%,
O=C(c1ccc(F)cc1)N1CCN(C2CC3CCC2C3)CC1 (stereo not drawn),i,2%,-1%,-0.2%,7%,-4%,-6%,0.9,77,-1%,Dengue-2 NS5 capping pilot replicate=-2.1
Cc1nn(C)c(C)c1/C=C/C(=O)c1ccccc1,i,2%,-2%,-0.1%,7%,3%,-5%,0.2,57,10%,
Cc1ccc(C(=O)Nc2ccccc2Sc2ccccc2)cc1,nt,2%,-5%,-0.1%,3%,10%,3%,8.4,61,45%,
COc1ccc(N2C(=O)CC(N(CCc3ccccc3)C(=O)/C=C/C(=O)O)C2=O)cc1 (stereo not drawn),i,3%,0%,-0.1%,5%,5%,-4%,1.7,53,19%,
Cc1cc(C)cc(OC(=O)CN2C(=O)c3ccccc3C2=O)c1,nt,6%,-4%,-0.3%,10%,2%,12%,-0.6,46,-6%,Dengue-2 NS5 capping pilot replicate=-6.1
O=C(Nc1cccc(C(F)(F)F)c1)OCc1ccncc1,nt,7%,8%,nt,12%,nt,nt,0.6,54,nt,
COc1ccc(-n2cc3ccc([N+](=O)[O-])cc3n2)cc1,nt,6%,2%,0.0%,2%,-11%,-6%,3.2,84,4%,
CCN(CC)S(=O)(=O)c1ccc2c(c1)nc(CCC(=O)Nc1cccc(C(F)(F)F)c1)n2CC,i,-4%,-2%,7.9µM*,13%,14%,-13%,0.2,38,3%,
COc1ccc(-c2c(-c3ccc(OCC(=O)NN)cc3O)n[nH]c2C(F)(F)F)cc1,i,0%,4%,0.2%,5%,2.8µM*,6%,3.7,47,5%,
COc1ccc(C(=O)Nc2cccc(-c3ccc(N4CCOCC4)nn3)c2)cc1,nt,16%,-1%,nt,3%,nt,nt,0.6,61,nt,
CCN(CC)CCN=C1CCCc2ccccc2N1,i,15%,1%,-0.2%,10%,11%,0%,-1.3,33,1%,
CCOC(=O)N1CCC(N2CCCC(CO)(Cc3ccccc3C)C2)CC1 (stereo not drawn),i,-3%,-7%,-0.1%,7%,4%,18%,-1.9,76,-16%,
NC(=O)c1cnccn1,i,2%,-6%,0.1%,0%,5%,-11%,-0.8,62,8%,
COc1ccc(N/C=C/C(=O)c2ccc3c(c2)OCO3)cc1OC,i,5%,-1%,-0.1%,20%,3%,-8%,7.7,63,8%,
CCN1CCc2nc(NC(=O)c3ccc4c(c3)OCCO4)sc2C1,i,14%,-23%,-0.1%,7%,0%,5%,-0.1,64,0%,
COc1ccccc1CN1C(=O)c2cccc3cccc(c23)C1=O,i,11%,-5%,-0.3%,6%,-6%,4%,1.0,64,1%,
Cc1ccc(C(=O)N/N=C/c2cc(C)n(-c3ccc(Br)cc3)c2C)cc1[N+](=O)[O-],i,4%,8%,0.0%,5%,-10%,9%,1.3,34,-3%,
COc1cc(/C=C/C(=O)OCC(=O)NC(=O)NC23CC4CC(CC(C4)C2)C3)ccc1OCC#N,i,13%,2%,0.3%,2%,-7%,-4%,6.5,53,42%,
O=C(O)c1ccc(N/N=C/c2ccncc2)cc1,nt,5%,-3%,0.0%,6%,-15%,-4%,-0.4,83,7%,
Cc1cc(Cl)c(S(=O)(=O)N2CCSCC2)cc1OCC(=O)NC1CCCCC1,i,20%,-4%,0.0%,7%,6%,12%,-1.0,94,-10%,
COc1ccc(S(=O)(=O)N2CCCCCC2)cc1C(=O)OC(C)C(N)=O (stereo not drawn),i,10%,-6%,0.0%,6%,6%,-6%,2.2,56,4%,
CCCCOc1ccc(/C(O)=C(\C#N)c2nc3ccccc3[nH]2)cc1,nt,23%,3%,0.0%,6%,13%,1%,-1.5,86,8%,
COc1nc(OC)nc(N2CCC(NC(=O)C(Cc3cccc(OC)c3OC)NC(C)=O)CC2)n1 (stereo not drawn),i,18%,-6%,0.0%,7%,1%,10%,1.6,49,2%,
O=C(Cn1ncc2c([nH]c3ccccc32)c1=O)NCCCN1CCN(c2ccccc2)CC1,nt,3%,0%,-0.3%,12%,-1%,13%,0.2,54,12%,
O=C(Nc1cccn(Cc2ccccc2Cl)c1=O)NC1CCCCC1,i,12%,-1%,-0.1%,4%,0%,17%,1.0,48,6%,
O=C(CSC(=S)N1CCCCC1)c1ccccc1,i,nt,8%,-0.1%,4%,-4%,8%,0.3,41,-7%,
CCOC(=O)c1ccc(Nc2nc(-c3cccnc3)nc3ccccc23)cc1,i,-2%,-5%,-0.1%,4%,15%,12%,18,55,20%,
